proKLK7 act = proKLK7 (human) activation, primary screen; P49862; purified proKLK7, EDANS-DABCYL substrate fluorescence; 100% is mature enzyme control, 0% vehicle; activation, % at 7 µM; 0.9% of 370,000 active; AID 652039;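 active means activation above the mean of all tested compounds plus 3 SD, computed per campaign excluding outliers beyond control limits, cut at about 13% in these data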
PLC-gamma1 inh = PLC-gamma1 (human) inhibition, primary screen; 0.84% of 370,000 active; AID 720700; inhibition, % at 12.2 µM; purified PLC-gamma1, fluorogenic substrate, fluorescence; P19174; in the data active means inhibition above about 9.5%
DDE Tn6 FP inh = inhibitors of Tn6 peptide binding to human fibrin DD(E); P02675; Fibrin DD(E) TRITC-Tn6 fluorescence polarization displacement; inhibition, % at 8.3 µM; 0.21% of 370,000 active; AID 720509;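 active means inhibition above a per-campaign cutoff: mean of compounds within control limits plus 3 SD, cut at about 15% in these data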;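 further: 0% = median of all compound wells on the plate and 100% = blocking peptide control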
TDP2 inh = TDP2 (human) inhibition, absorbance primary screen. O95551. recombinant TDP2, T5PNP hydrolysis, p-nitrophenol absorbance 415 nm. inhibition, % at 12.8 µM. 0.34% of 370,000 active. AID 720702;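 active means inhibition above the mean of all tested compounds plus 3 SD, set per campaign, cut at about 25% in these data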;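 further: 0% = DMSO with enzyme and 100% = buffer with substrate but no TDP2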
Target sequence (O95551 whole entry, looked up): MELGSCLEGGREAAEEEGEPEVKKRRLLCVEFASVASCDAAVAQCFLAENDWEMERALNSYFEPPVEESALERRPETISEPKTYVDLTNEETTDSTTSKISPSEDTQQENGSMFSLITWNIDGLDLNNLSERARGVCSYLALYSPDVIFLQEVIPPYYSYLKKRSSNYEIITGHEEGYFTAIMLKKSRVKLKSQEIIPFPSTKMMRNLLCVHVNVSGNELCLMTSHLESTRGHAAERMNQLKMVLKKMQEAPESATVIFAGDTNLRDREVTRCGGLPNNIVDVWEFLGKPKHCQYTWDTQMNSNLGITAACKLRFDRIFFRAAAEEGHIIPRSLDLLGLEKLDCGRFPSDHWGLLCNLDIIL
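Evaluation: % inhibition relative to enzyme-containing and enzyme-free wells. Material: recombinant human TDP2. Benchmarks: enzyme-free and DMSO wells. Timing: enzyme reaction with compound for 2 h at 37 °C. Compound dosing: 12.8 µM only. Measured by: p-Nitrophenol epi absorbance. Reagent: T5PNP substrate at 5 mM, a TopII-DNA adduct mimic. Replication: single well per compound.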
ARFGAP1 inh = rat ARFGAP1 inhibition | Q62848 | Arfgap1-stimulated ARF1 GTP hydrolysis, GDP FP detection | inhibition, % at 16.5 µM | 0.26% of 360,000 active | AID 651572;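 active means inhibition above a per-plate limit, mean inhibition of low control wells plus 3 SD, cut at about 25% in these data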;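 further: 0% = DMSO wells with enzyme and 100% = wells lacking Arfgap1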
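Material: rat Arfgap1 GAP domain (His6, aa 1-136), purified enzyme. Also added: human ARF1(Δ1-17)-GTP substrate. Compound dosing: 16.5 µM single point, 1.26% DMSO. Timing: enzyme reaction 120 min at 25 °C after 20 min preincubation. Signal: GDP detection by fluorescence polarization. Read-out basis: percent inhibition of GAP-stimulated GDP formation, scaled between DMSO and no-Arfgap1 medians.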
Tn7 DDE FP = disrupts Tn7 cyclic peptide binding to fibrin D-Dimer-E complex; FP displacement of FITC-Tn7 peptide from fibrin DD(E); 0% = median of compound wells per plate; inhibition, % at 8.3 µM; 0.13% of 370,000 active; AID 720508;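 active means inhibition above the mean of compounds falling within the control limits plus 3 SD of them, cut at about 14% in these data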;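 further: 0% = plate median of compound wells and 100% = 10 µM Aha-Tn7 peptide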
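Test system – human fibrin DD(E) · Times – 10 min preincubation, 3 h with tracer, room temperature · Detection – fluorescence polarization of the labelled Tn7 tracer · Measure – percent inhibition normalized to high-control wells · Benchmarks – high control wells with 10 µM unlabelled Aha-Tn7 peptide (full inhibition) · Repeats – singlicate testing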
ASAP1 GAP inh = ASAP1 ArfGAP inhibition; inhibition, % at 16.5 µM; AID 624377; ASAP1-stimulated ARF1 GTP hydrolysis, GDP FP detection; 0.19% of 360,000 active; in the data active means inhibition above about 25%;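 further: 0% = vehicle with enzyme and substrate and 100% = no enzyme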
LEDGF integ inh = blocks HIV-1 LEDGF/p75-dependent DNA integration | TR-FRET IN-LEDGF/p75 DNA integration, Eu/Cy5 | 0.64% of 370,000 active | AID 743269 | inhibition, % at 3.7 µM;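 active means inhibition above the screen-wide mean plus 3 SD, cut at about 13% in these data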;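 further: signal is the Cy5 over europium emission ratio at 671 and 618 nm; 0% = plate median of compound wells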
ADAM10 inh = inhibits human ADAM10; 0.62% of 370,000 active; inhibition, % at 7 µM; O14672; recombinant ADAM10, EDANS/DABCYL FRET peptide cleavage, 3 h;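 active means inhibition above a per-campaign cutoff equal to the mean of compounds falling between control-based bounds plus 3 SD, cut at about 20% in these data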;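 further: 0% = DMSO wells while the 100% control is not disclosed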
ADAM17 inh = ADAM17 inhibition, QFRET primary screen; P78536; recombinant ADAM17, EDANS/DABCYL FRET peptide cleavage; inhibition, % at 6.95 µM; 0.83% of 370,000 active;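 active means inhibition above the mean of compounds lying between control limits plus 3 SD, set per campaign, cut at about 8.5% in these data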;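 further: 0% = DMSO-only wells as the low control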
Target sequence (P78536 215-824 limits assumed): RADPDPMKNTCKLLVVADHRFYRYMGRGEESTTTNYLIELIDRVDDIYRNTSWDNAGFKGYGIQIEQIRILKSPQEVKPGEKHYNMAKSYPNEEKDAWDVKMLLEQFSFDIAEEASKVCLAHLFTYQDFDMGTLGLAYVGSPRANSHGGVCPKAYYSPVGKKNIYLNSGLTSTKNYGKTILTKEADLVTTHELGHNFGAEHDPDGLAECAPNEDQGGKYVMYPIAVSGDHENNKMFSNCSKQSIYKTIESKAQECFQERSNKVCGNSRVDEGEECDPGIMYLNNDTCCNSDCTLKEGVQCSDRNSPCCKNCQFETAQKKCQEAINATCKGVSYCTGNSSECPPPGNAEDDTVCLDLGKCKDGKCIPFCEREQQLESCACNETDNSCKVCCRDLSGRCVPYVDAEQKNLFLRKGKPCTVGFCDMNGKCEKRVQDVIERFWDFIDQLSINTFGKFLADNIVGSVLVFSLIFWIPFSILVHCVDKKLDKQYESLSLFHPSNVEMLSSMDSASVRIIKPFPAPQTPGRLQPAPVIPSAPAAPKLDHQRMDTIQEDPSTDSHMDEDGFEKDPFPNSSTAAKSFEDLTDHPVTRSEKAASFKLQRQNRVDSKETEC
The depositor's hits bear a star; i = inactive; / = no result given. This is a random part of the collection; 4.2% or so of the library scored in one or more.

SMILES	proKLK7 act	PLC-gamma1 inh	DDE Tn6 FP inh	TDP2 inh	ARFGAP1 inh	Tn7 DDE FP	ASAP1 GAP inh	LEDGF integ inh	ADAM10 inh	ADAM17 inh
O=S(=O)(NCC1CCCO1)c1ccc(S(=O)(=O)N(Cc2ccc(F)cc2)Cc2ccco2)cc1 (configuration not stated)	-0.1	0	1	8	-3	-1	3	-1	13	2
O=C(NCc1ccco1)c1ccc(CS(=O)Cc2cccc(Cl)c2)o1 (configuration not stated)	-0.6	1	-6	11	0	1	-8	1	-3	-2
COc1cccc(C(=O)NCC(=O)N2CCC(C)CC2)c1	0.0	3	2	-8	-13	4	-11	0	4	1
Cc1ccc(NC(=O)Cc2ncc(C(F)(F)F)cc2Cl)cc1Cl	0.3	-1	0	2	8	-1	-6	1	0	0
O=S(=O)(c1ccccc1)c1ccc(NCc2ccco2)cc1	-0.2	-3	-4	-4	13	-4	1	0	-32	-4
O=C(c1ccco1)N1CCN(Cc2ccc(F)cc2Cl)CC1	-0.3	1	5	5	7	9	4	-4	-2	-2
O=[N+]([O-])c1ccc(N2CCN(c3ccccc3Cl)CC2)cn1	-0.4	5	-3	-11	-2	4	6	2	4	1
O=C(O)c1ccc(N2CCCCC2)cc1O	0.6	-1	2	-12	0	0	6	0	0	-3
CC[C@H](C)[C@@H]1NC(=O)c2cc([N+](=O)[O-])cc(I)c2SC[C@@H](C(N)=O)NC(=O)[C@H](CCCCN)NC1=O	-0.3	5	5	-7	22	-5	14	0	5	3
CC(C)C[C@H]1CNC(=S)N1CC1CCN(CCCC2CCCC2)CC1	-0.1	-2	-1	1	-3	4	-1	1	-2	0
Cc1ccc2c(c1)c(=O)c(Br)c(C)n2Cc1ccccc1	1.1	1	4	7	12	-1	4	-1	-4	1
CC1(C)CC(CCNC(=O)c2ccc(-n3cnnn3)cc2)CC(C)(C)N1	0.2	-2	2	-13	-5	-4	-14	-3	-2	-3
CCOC(=O)C1CCCN(C(=O)CNS(=O)(=O)c2ccc(Br)s2)C1 (configuration not stated)	-0.1	-2	1	-3	3	2	0	-4	4	1
CCOC(=O)c1cnc(-n2[nH]c(C)c(Cc3ccccc3)c2=O)[nH]c1=O	0.6	-5	-2	1	2	6	-1	-16	0	1
CC(=O)CSc1nnc(Cc2ccc([N+](=O)[O-])cc2)o1	0.8	1	1	-1	4	-2	0	0	3	-4
Cc1cc(C(=O)CN2C(=O)C(=O)N(C3CCCC3)C2=O)c(C)n1CCc1ccccc1	0.2	4	5	7	3	7	5	-4	-6	-1
CC(NC(=O)c1ccccc1Cl)C(=O)OCc1cn2cc(Cl)ccc2n1 (configuration not stated)	-0.2	1	6	3	-2	2	-7	-4	-11	-6
CCN(C(=O)COc1ncnc2sccc12)c1ccccc1	-0.3	0	-3	-2	-1	2	2	1	4	0
COc1ccc(NC(=O)N(C)C[C@@H]2OCc3ccccc3-c3c(n(C)c4ccccc34)C(=O)N([C@H](C)CO)C[C@H]2C)c(OC)c1	0.0	-2	17*	4	-2	-6	8	1	-6	-1
Cc1nnc(SCC(=O)N2CCN(S(=O)(=O)c3ccc(Cl)cc3)CC2)[nH]c1=O	0.2	2	-1	2	5	1	-1	3	-5	-7
COc1cccc(C(=O)OC2CCCN(C)C2)c1 (configuration not stated)	0.2	7	2	0	-2	-1	-6	-1	3	2
Cc1cc(C)nc(NS(=O)(=O)c2ccc(NC(=S)NC(=O)C(C)C)cc2)n1	-0.1	-1	1	-1	1	2	2	-4	5	-4
CC(C)c1nc2ccc(Br)cn2c1NC1CCCC1	-0.1	-1	1	9	4	2	7	-3	-15	-6
O=C(COc1cccc(Br)c1)N/N=C/c1ccc2c(c1)OCCO2	0.0	0	3	2	-3	0	17	0	-15	-5
COc1ccccc1OCCCCN1CCCCC1	0.3	0	1	13	3	3	6	-2	-8	-2

12 structures already listed, sorted by number of heavy atoms, high to low.
SMILES	proKLK7 act	PLC-gamma1 inh	DDE Tn6 FP inh	TDP2 inh	ARFGAP1 inh	Tn7 DDE FP	ASAP1 GAP inh	LEDGF integ inh	ADAM10 inh	ADAM17 inh
COc1ccc(NC(=O)N(C)C[C@@H]2OCc3ccccc3-c3c(n(C)c4ccccc34)C(=O)N([C@H](C)CO)C[C@H]2C)c(OC)c1	0.0	-2	17*	4	-2	-6	8	1	-6	-1
CC[C@H](C)[C@@H]1NC(=O)c2cc([N+](=O)[O-])cc(I)c2SC[C@@H](C(N)=O)NC(=O)[C@H](CCCCN)NC1=O	-0.3	5	5	-7	22	-5	14	0	5	3
O=S(=O)(NCC1CCCO1)c1ccc(S(=O)(=O)N(Cc2ccc(F)cc2)Cc2ccco2)cc1 (configuration not stated)	-0.1	0	1	8	-3	-1	3	-1	13	2
Cc1cc(C)nc(NS(=O)(=O)c2ccc(NC(=S)NC(=O)C(C)C)cc2)n1	-0.1	-1	1	-1	1	2	2	-4	5	-4
CC1(C)CC(CCNC(=O)c2ccc(-n3cnnn3)cc2)CC(C)(C)N1	0.2	-2	2	-13	-5	-4	-14	-3	-2	-3
CC(C)C[C@H]1CNC(=S)N1CC1CCN(CCCC2CCCC2)CC1	-0.1	-2	-1	1	-3	4	-1	1	-2	0
CCOC(=O)C1CCCN(C(=O)CNS(=O)(=O)c2ccc(Br)s2)C1 (configuration not stated)	-0.1	-2	1	-3	3	2	0	-4	4	1
CCN(C(=O)COc1ncnc2sccc12)c1ccccc1	-0.3	0	-3	-2	-1	2	2	1	4	0
CC(=O)CSc1nnc(Cc2ccc([N+](=O)[O-])cc2)o1	0.8	1	1	-1	4	-2	0	0	3	-4
COc1ccccc1OCCCCN1CCCCC1	0.3	0	1	13	3	3	6	-2	-8	-2
COc1cccc(C(=O)OC2CCCN(C)C2)c1 (configuration not stated)	0.2	7	2	0	-2	-1	-6	-1	3	2
O=C(O)c1ccc(N2CCCCC2)cc1O	0.6	-1	2	-12	0	0	6	0	0	-3

Next section.
SMILES	proKLK7 act	PLC-gamma1 inh	DDE Tn6 FP inh	TDP2 inh	ARFGAP1 inh	Tn7 DDE FP	ASAP1 GAP inh	LEDGF integ inh	ADAM10 inh	ADAM17 inh
O=C(N/N=C/c1cc2c(cc1Cl)OCO2)c1ccccn1	-1.1	-14	-4	7	-1	5	1	3	-3	-4
CC(C)CC1(C)NC(=O)N(CC(=O)Nc2ccccc2Br)C1=O (configuration not stated)	-0.1	4	-2	1	2	1	4	4	-6	-6
CC(Nc1ccccc1CO)C(=O)Nc1cccc(Cl)c1Cl (configuration not stated)	0.4	4	0	2	-10	-3	-10	6	1	1
O=C(COC(=O)c1cc(S(=O)(=O)N2CCCCC2)ccc1N1CCOCC1)NC1CCS(=O)(=O)C1 (configuration not stated)	-0.1	0	8	-5	3	5	-12	-5	-6	-5
C=CCn1c(SCC(=O)NC2CC2)nnc1-c1ccccn1	0.1	0	-3	-1	3	3	-5	-6	-9	0
Cc1nc(NS(=O)(=O)c2ccccc2)sc1NC(=O)Nc1ccccc1	0.1	-9	-14	4	-5	-1	13	-3	-23	-10
S=C(NCc1ccc(Cl)cc1)Nc1ccc(Cl)cc1Cl	-0.2	3	7	0	12	5	5	2	13	2
Nc1nc(-c2ccc(Br)cc2)cc(C(F)(F)F)n1	-0.6	-3	-2	11	-8	-1	7	-1	-16	-7
Cc1c(Cl)c(C(F)(F)F)nn1CC(=O)N1CCSCC1	0.0	2	1	0	7	8	6	-6	-2	7
Cc1sc2nc(CSC(C)C(=O)N3CCOCC3)[nH]c(=O)c2c1C (configuration not stated)	0.7	-8	7	5	-3	3	10	-5	-2	-6
COc1cccc(C(=O)N2CCCN(C)CC2)c1OC	-0.1	-3	5	10	-6	0	-5	4	7	-1
COC(=O)c1ccc(-c2ccc3c(c2)[C@]2(CCC[C@@H](O)[C@@H]2NC(=O)CCc2ccccc2)C(=O)N3Cc2ccccc2)cc1	-7.7	-28	-5	-1	/	7	/	-1	-77	-37
CCOC(=O)c1[nH]c(C)c(CN(CCc2ccccc2)S(C)(=O)=O)c1C	0.5	8	1	-4	3	-5	6	2	7	5
Fc1ccccc1/C=N/Nc1nn[nH]n1	-0.3	3	-6	-5	-11	2	-9	2	0	-3
CC(C)c1ccc(CNNC(=O)c2ccccc2)cc1	-0.2	-1	0	7	8	-12	-4	0	1	-5
Cc1cc(O)cc(=O)n1-c1cccc(C(F)(F)F)c1	-1.2	-2	9	1	-1	1	-9	0	-7	-3
Cc1ccc(S(=O)(=O)N2CCC(C(=O)OCC(=O)N(C)C3CCCCC3)CC2)cc1C	0.5	-1	1	10	4	-3	3	-4	-6	-4
COc1cc(NC(=O)[C@@H](NC(=O)N2CCn3c2nc2ccccc23)C(C)C)cc(OC)c1	0.0	0	-1	3	2	-8	-6	0	8	2
COc1ccc(S(=O)(=O)N2CCOCC2)cc1NC(=O)CNC(=O)c1cccs1	-0.2	-2	2	4	-4	-1	-7	-2	-6	-5
CCCC1(C)Nc2ccccc2-c2nc3ccccc3n21 (configuration not stated)	63*	i	-2	14	-8	7	-9	1	i	i
COC(=O)c1ccc(NC(=O)c2cccc(NC(=O)c3ccco3)c2)cc1	3.8	3	-5	-6	-3	0	0	6	2	0
Cc1nnc(NC(=O)c2ccccc2C(=O)O)s1	0.9	-1	6	3	-5	-5	3	-2	-5	-2
COc1ccccc1CCC(=O)NNC(=O)c1ccc(Br)cc1	0.1	-1	-2	3	-1	-3	0	0	-2	-3
C/C(Cc1ccccc1)=N\NC(=O)CNC(=O)Cc1ccc(Cl)cc1	0.4	-3	-8	-5	11	1	-5	-1	3	0
CCOC(=O)/C(C#N)=C/c1c(Oc2cccc(C)c2)nc2ccccn2c1=O	-0.2	-10	-1	5	-2	2	8	-2	2	-5
CCn1c(SCC(=O)N2CCCC2)nnc1-c1ccco1	-0.3	-1	11	7	-4	4	9	1	-13	-3
C[C@H](NC(=O)c1ccc(Br)cc1)C(=O)NCc1ccc(S(N)(=O)=O)cc1	0.7	9.6*	4	-3	-19	1	3	0	6	0
COc1ccccc1CNC(=O)CSc1nc(-c2ccccc2)cn1N	0.2	-14	2	-5	10	10	4	3	-11	-1
